# RMI FANCM FP: disruptors of RMI1/RMI2 association with MM2 peptide – biochemical, fluorescence polarization, human, primary screen; RMI core complex (RMI1/RMI2) binding to FANCM MM2 peptide, human; RMI core complex with F-MM2 peptide; hits give low values; FP signal (polarization) at 33 µM; actives 0.58% (n = 70,000); in the data active means FP signal below about 40; further: inactives centre near 61; strong numbers were not always called active; unit not given here
# * marks the source's active call; other numbers are inactive results; & = joins results of further samples.
Molecule	RMI FANCM FP
COC(=O)c1c(NC(=O)CCS(=O)(=O)c2ccccc2)sc2c1CCN(C)C2	83
O=C(NCc1ccco1)c1cc(-c2ccc3c(c2)OCO3)on1	59
COc1ccc(CCn2cnc3c([nH]c4ccc(C)cc43)c2=O)cc1OC	63
O=C1C2ON(c3ccccc3)C(/C=C/c3ccccc3)C2C(=O)N1Cc1ccccc1 (stereo not given)	62
CCOc1cccc2cc(C(=O)Nc3nnc(-c4cccc(C)c4)o3)oc12	64
O=C(c1ccccc1)N1CCCc2cc(NS(=O)(=O)Cc3ccc(Cl)cc3)ccc21	73
CC(C)=C1SC(N2CCN(c3ccc(C)c(Cl)c3)CC2)=NC1=O	52
Cc1ccc(C)c2[nH]c(=O)c(CCNC(=O)c3ccc4ccccc4c3)cc12	57
CC(=O)Nc1ccc(S(=O)(=O)Nc2nc3ccccc3nc2Nc2ccc(C)cc2)cc1	61
CCCOc1ccc(N2CCN(C(=O)C3CCCCC3)CC2)nn1	63

# Exported field by field: part of the list above
Compound: CC(C)=C1SC(N2CCN(c3ccc(C)c(Cl)c3)CC2)=NC1=O
- RMI FANCM FP: 52

Compound: Cc1ccc(C)c2[nH]c(=O)c(CCNC(=O)c3ccc4ccccc4c3)cc12
- RMI FANCM FP: 57

Compound: CC(=O)Nc1ccc(S(=O)(=O)Nc2nc3ccccc3nc2Nc2ccc(C)cc2)cc1
- RMI FANCM FP: 61

Compound: CCCOc1ccc(N2CCN(C(=O)C3CCCCC3)CC2)nn1
- RMI FANCM FP: 63

# (more compounds)
Molecule	RMI FANCM FP
CC1(C)C=C[C@H](O)[C@@]2(C)C1C[C@@H](O)[C@]1(C)C2CC[C@@]2(C)[C@H](c3ccoc3)OC(=O)[C@H]3O[C@]321 (stereo not given in full)	57
Nc1ccccc1C(=O)N/N=C\c1ccc(O)cc1	54
Cc1c(O)cc(O)c2c(=O)c(-c3ccc(O)cc3)coc12	59
C=CCn1c(=NC(=O)CCS(=O)(=O)c2ccccc2)sc2c(OC)ccc(OC)c21	81
COc1ccc(/C(C)=N/NC(=O)c2cc(C(C)C)[nH]n2)cc1OC	58
Cn1c(=O)c2c(=S)cc[nH]c2n(C)c1=O	64
CCOC(=O)N1CCN(C(=O)Cn2cnc(-c3ccc(F)cc3)cc2=O)CC1	66
COc1cccc(N2CC(NC(=O)Nc3ccc(S(=O)(=O)NC(C)=O)cc3)CC2=O)c1 (stereo not given)	60
CCCc1c(C(=O)Nc2cc(C(C)(C)C)on2)cnn1-c1ccccc1	71
O=C(CSc1nnc(NC(=O)COc2ccccc2)s1)NCc1ccccc1	57
COc1ccc(S(=O)(=O)NCc2ccccn2)c2ccccc12	63
COc1ccc(NCc2ccccn2)cc1	55
Cc1c(/C=C/C(=O)c2ccc[nH]2)cnn1C	64
C[C@@]12C(=O)OC(=O)[C@]1(C)C1CCC2O1	64
O=C(CSc1ccc(-c2ccco2)nn1)c1ccccc1	56
COc1cc(CSCc2csc(NC(=O)c3cccs3)n2)cc(OC)c1	73
CCc1ccc(OCC(O)Cn2c(C3CC(=O)N(c4ccccc4)C3)nc3ccccc32)cc1 (stereo not given)	58
O=C(c1cc2ccccc2oc1=O)N1CCN(c2ncccn2)CC1	57
Cc1cc(C)c(NC(=O)CSc2ncc(-c3cccc(Cl)c3)o2)c(C)c1	90
Cc1c(S(=O)(=O)N2CCCC2)c(=O)n(C)c(=O)n1C	71
Cc1ccccc1C(=O)Nc1sc2c(c1-c1nc3ccccc3s1)CCCC2	73
Cc1ccc(OS(=O)(=O)c2cc(Cl)sc2Cl)c([N+](=O)[O-])n1	33
O=C(c1cc(Cl)ccc1Cl)N1CCN(Cc2nc(-c3ccco3)cs2)CC1	64
CC1(NO)CCCC/C1=N\O (stereo not given)	56
COC(=O)c1c(NC(=O)c2cc(C)on2)sc2c1CCCC2	65
CN(C)CC1CCc2c(c3ccccc3n2C)C1=O (stereo not given)	58
O=C(CSC1CN(C(c2ccccc2)c2ccccc2)C1)N/N=C\c1ccccn1	57
N[C@H](CCC(=O)NCS(=O)(=O)O)C(=O)O	52
COC(=O)c1ccc(NC(=O)Cc2cc(-c3ccc(C)cc3)on2)cc1	81
COc1ccccc1NS(=O)(=O)c1ccccc1[N+](=O)[O-]	57
CC1=CC2C(C(C)C)CCC(C)(O)C2CC1 (stereo not given)	63
Cc1ccc(C)c2sc(NC(=O)c3ccccc3Br)nc12	60
CC1CN(S(=O)(=O)c2ccc(C(=O)Nc3ccc4c(c3)C(=O)N(C)C4=O)cc2)CC(C)O1 (stereo not given)	79
O=C(CC1CCCCN1S(=O)(=O)c1ccc(F)cc1)Nc1ccc(F)c(Cl)c1 (stereo not given)	74
CCOC(=O)N1CCc2c(sc(NC(=O)/C=C/c3ccc([N+](=O)[O-])s3)c2C#N)C1	75
Cc1c(Cl)cccc1N1CCN(S(=O)(=O)N(C)C)CC1	65
COCCN(CCOC)C(=O)Cc1csc2nc(-c3ccc(Cl)cc3)cn12	63
C=CCn1c(C)c(C)n2c3c(=O)n(CC(N)=O)c(=O)n(C)c3nc12	57
Cc1ccc(NC(=S)N2CCCN(c3ncccc3[N+](=O)[O-])CC2)cc1Cl	55
Cc1onc(-c2ccccc2Cl)c1C(=O)NCCCN1CCOC(c2ccccc2)C1 (stereo not given)	71
CCOc1ccc(NC(=O)CSc2nc3c(-c4ccc(C)cc4)csc3c(=O)n2CC)cc1	64
O=C(NCCn1ncc2c(=O)n(Cc3ccccc3F)cnc21)c1ccc(Cl)cc1	65
CN1CCc2c(n(CC(O)Cn3nnc4ccccc43)c3ccccc23)C1=O (stereo not given)	60
Cc1[nH]c2ccccc2c1C(=O)C(=O)NCC1CCCO1 (stereo not given)	60
CCOC(=O)C1CCN(C(=O)Cc2cc(=O)oc3cc(C)ccc23)CC1	65
O=C(Nc1nnc2n1CCCS2)c1cc(C(F)(F)F)cc(C(F)(F)F)c1	55
CN1CCOc2ccc(NC(=O)c3ccccc3F)cc2C1=O	53
O=C(NCCNS(=O)(=O)c1ccc(F)cc1)c1ccc(NC(=O)C2CCCC2)cc1	63
c1ccc2[nH]c(SCc3cn4ccsc4n3)nc2c1	61
O=C(CSc1ccc(F)cc1)Nc1nnc(Cc2cccs2)o1	71

# Following part
Molecule	RMI FANCM FP
O=C(CC1Sc2ccccc2NC1=O)NNS(=O)(=O)c1ccc(Cl)cc1 (stereo not given)	53
N#C/C(=C\N1CCN(c2ccc(F)cc2)CC1)C(=O)NCc1ccccc1	63
Clc1cc(Cl)cc(OCc2ncc(-c3ccc4c(c3)OCCCO4)s2)c1	57&53
COC(=O)c1ccc(Nc2nc(N3CCCC3)nc(N3CCCC3)n2)cc1	54
Cc1nc(C)n(C(C)CC(=O)Nc2cc(C)on2)n1 (stereo not given)	64
Clc1ccc(-c2csc(Nc3ccccc3)n2)cc1	60
C[C@@H]1C(=O)O[C@H]2CC34[C@H]5C[C@@H](C(C)(C)C)[C@]36[C@@H](OC(=O)[C@@H]6O)O[C@@]4(C(=O)O5)[C@]21O (stereo not given in full)	62
COc1ccccc1/C=C/C(=O)n1cnc2ccccc21	59
Cc1ccc(C(=O)NCCCn2ncccc2=O)cc1C	61
CC(Oc1ccc2ccccc2c1I)C(=O)O (stereo not given)	57
Cc1cc(Cl)ccc1NC(=S)N(C)N	55
CCC(=O)NCCCn1nc(-c2ccc(F)cc2)ccc1=O	66
O=C(CSc1ccc(-c2ccc(-n3ccnc3)cc2)nn1)NCc1ccco1	61
NS(=O)(=O)c1ccc(NC(=O)CSc2nc(-c3cccc([N+](=O)[O-])c3)cs2)cc1	74
CC(=O)Nc1nnc(SCC(=O)Nc2ccc(Cl)c(Cl)c2)s1	57
CSc1ccc([N+](=O)[O-])cc1-c1ccn(S(=O)(=O)c2ccc(Cl)cc2)n1	50
Cc1ccc(NCc2nnc(-c3ccccc3)o2)cc1F	58
Cc1cc(NC(c2ccc(N(C)C)cc2)c2cc(C(C)(C)C)c(O)c(C(C)(C)C)c2)no1 (stereo not given)	63
O=C(CSc1nnc(CSc2nc3ccccc3s2)o1)NC1CCCCC1	60
CNNCc1ccc(C(=O)NC(C)C)cc1	59&56
COCCCn1c(O)c(C#N)c(C)cc1=O	55
CCc1cnc2c(c1OC)c(=O)n(Cc1ccccc1)c(=O)n2C	75
COC(=O)c1cc(OC)c(OC)c(OC)c1NC(=O)c1cccnc1Oc1ccccc1	53
O=C(Cn1ccn(-c2ccc3c(c2)OCCO3)c(=O)c1=O)c1ccc(F)cc1	53
CC1CC(N2CN=C(SCc3ccc([N+](=O)[O-])cc3)NC2)CC(C)(C)C1 (stereo not given)	71
CCOC(=O)CCC(=O)N1CCC(c2nnc(C3CC3)o2)CC1	59
COc1cccc(Oc2ccccc2C(=O)O)c1	63
CCN1CCC[C@H]1CNC(=O)c1c(OC)ccc(I)c1O	54
Cc1c(-c2ccccc2)n[nH]c1C(=O)N/N=C\c1c(Cl)cccc1Cl	71
COc1ccc(Cn2c(O)c(N=O)c3ccccc32)cc1	61
CC(=O)N1CCN(c2ccc(C(F)(F)F)cc2[N+](=O)[O-])CC1	56
Cc1nn(C2CCS(=O)(=O)C2)c2nc(-c3cccs3)cc(C(=O)NCCc3ccc(F)cc3)c12 (stereo not given)	72
Cc1ccc(N2CC(NC(=O)Nc3cccnc3)CC2=O)cc1C (stereo not given)	58
Cc1c(/C=C/C(=O)Nc2nccs2)sc2ccccc12	55
CCOc1cccc2cc(C(=O)Nc3ccc(C)cc3C(=O)c3ccccc3)oc12	72
O=C(Nc1nnc(CCS(=O)(=O)c2ccccc2)o1)C1COc2ccccc2O1 (stereo not given)	52
COc1ccc(C(=O)CSc2nccn(-c3ccc(Cl)cc3)c2=O)cc1OC	136
COC(CNC(=O)C(=O)NCC(c1cccs1)N1CCc2ccccc21)OC (stereo not given)	51
N=c1ccn2c(n1)O[C@@H]1C2O[C@H](CO)[C@H]1O (stereo not given in full)	55
Cc1cc(NS(=O)(=O)c2ccc(NC(=O)c3ccccc3Oc3ccccc3)cc2)no1	53

# Looked up one by one from the entries so far, 2 records:
Molecule	RMI FANCM FP
Cc1cc(C)c(NC(=O)CSc2ncc(-c3cccc(Cl)c3)o2)c(C)c1	90
Cc1c(O)cc(O)c2c(=O)c(-c3ccc(O)cc3)coc12	59

# Some of these compounds in order of their number in RMI FANCM FP, high to low.
structure	RMI FANCM FP
Cc1ccc(N2CC(NC(=O)Nc3cccnc3)CC2=O)cc1C (stereo not given)	58
N=c1ccn2c(n1)O[C@@H]1C2O[C@H](CO)[C@H]1O (stereo not given in full)	55
Cc1cc(NS(=O)(=O)c2ccc(NC(=O)c3ccccc3Oc3ccccc3)cc2)no1	53

# The list goes on:
Molecule	RMI FANCM FP
COc1cccc(C(=O)Nc2ccc3c(c2)N(C(=O)C2CC2)CC3)c1OC	65
Nc1nc(SCC(=O)c2ccc3c(c2)OCCO3)n[nH]1	75
COc1cc(-c2coc3cc(OCc4ccccc4)c(OC)c(O)c3c2=O)cc(O)c1OC	56
CSc1nc(N=CN(C)C)nn1CCC#N	58
O=C(Nc1nc(CCC(=O)N2CCN(c3ccccc3)CC2)cs1)c1ccc(=O)[nH]c1	58
NS(=O)(=O)c1ccc(NNC(=O)c2nccnc2C(=O)O)cc1	54
CCCS(=O)(=O)N1CCN(Cc2nc(-c3ccc(F)cc3)cs2)CC1	64
COCCCNC(=O)CC#N	55
O=C(NN1C(=O)CSC1=S)c1c(F)cccc1F	65
CC1(C)C(=O)NCCN1C(=O)C1CCCN1S(=O)(=O)c1ccc(F)cc1 (stereo not given)	55
NN(CCO)C(=S)Nc1ccc(OC(F)(F)F)cc1	60
O=C(Nc1ncc(S(=O)(=O)c2ccc([N+](=O)[O-])cc2)s1)c1cc(Cl)ccc1[N+](=O)[O-]	51
Cc1nn(Cc2ccc(C(=O)O)o2)c(C)c1Br	55
O=C(O)c1cccc(NS(=O)(=O)c2ccc3c(c2)OCCO3)c1	71
O=C(CSC(=S)NNc1ccccc1)c1ccc(Cl)c(Cl)c1	51
O=C(CSc1nnc2ccc3ccccc3n12)Nc1ccccc1F	73
CC(=O)N1CCN=C1SCc1ccccc1F	65
CCOC(=O)c1ccsc1NC(=O)c1ccco1	62
O=C(CC1SC(=Nc2ccc(C3CCCCC3)cc2)NC1=O)Nc1ccc(C2CCCCC2)cc1 (stereo not given)	54
O=C(CSCc1ccccc1)NCCSCc1ccco1	64
Cc1ccc(CNS(=O)(=O)c2cn(C)c(=O)n(C)c2=O)cc1	61
C=C1C2(C(=O)O)CCC(C2)C1(C)C (stereo not given)	59
O=C(/C=C\c1ccc2c(c1)OCO2)NC1CC(=O)N(c2ccc3c(c2)OCCO3)C1 (stereo not given)	53
O=C(O)Cc1c[nH]c2ccc(O)cc12	56
Cc1c(-c2cccc(NC(=O)c3cccc(Cl)c3)c2)nc2ncccn12	59
COc1ccc(SCC(=O)Nc2ccc3c(c2)C(=O)NC3=O)cc1	62
CC1=NN(c2ccccc2)C(=O)/C1=C\c1cc(C)n(-c2ccccc2)c1C	83
COc1ccc2cc([C@H](C)CO)ccc2c1	58
CCOc1cc(S(=O)(=O)n2ccc(C)n2)ccc1F	55
COc1cc(SCc2ccccc2)c(C(=O)O)cc1OC	53
COc1ccc(OCCC(=O)N/N=C\C=C\c2ccccc2)cc1	60&57
NC(=O)N/N=C\c1ccc2c(c1)OCO2	58
CC1CCN(S(=O)(=O)c2ccc(C(=O)Nc3nc(-c4ccccc4)cs3)cc2)CC1	81
CCOc1ccccc1NC(=O)c1sc(=S)n(-c2ccc(C)cc2)c1N	62
O=C(NCCC1=CCCCC1)C1CC(=O)N(C2CCCCC2)C1 (stereo not given)	58

# An excerpt; the hit share may differ from the screen's.
